From PubChem BioAssay
Tcruzi prolif: blocks T. cruzi growth in NIH3T3 culture; T. cruzi beta-gal in NIH3T3, GalScreen luminescence, 90 h; inhibition, % at 8.34 µM; 77,000 tested, 5.9% active; AID 624255;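 active = mean inhibition above about 93%, with at least 55% of replicates each passing it, limit read from the data, passing the limit was not always enough; inconclusive = only one of those two conditions holds; inactive = neither condition holds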
Pf Dd2 growth: P. falciparum Dd2 growth inhibition. 94,000 tested, 2.3% active. activity change, % at 10 µM. SYBR Green, 72 h; active compounds read low. AID 1159554; in the data active = activity change below about -80%; inconclusive = no clear call, values can overlap the other calls
C diff HTS: C. difficile growth inhibition | Clostridium difficile clinical isolate growth, OD600, 24 h; active compounds read low | growth activity, negative = inhibition, % at 16 µg/mL (by protocol) | 86,000 tested, 0.25% active;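 active = mean growth activity at or below -80% and every replicate also at or below -80%; inconclusive = mean at or below -80% but some replicate above -80%; inactive = mean growth activity above -80%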;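 note: 0% = DMSO wells and -100% = levofloxacin 16 µg/mL wells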
KDM4C inh: KDM4C (human) demethylase inhibition | Q9H3R0 | GST-KDM4C 2-372, H3K9me3 peptide, LANCE TR-FRET | inhibition, % at 12.5 µM | 96,000 tested, 0.15% active | AID 720574;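 active = mean replicate inhibition above about 25%, with at least 55% of replicates also reaching it, limit read from the data, passing the limit was not always enough; inconclusive = only one of those two conditions met; inactive = neither condition met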
Target sequence (Q9H3R0 2-372 limits assumed): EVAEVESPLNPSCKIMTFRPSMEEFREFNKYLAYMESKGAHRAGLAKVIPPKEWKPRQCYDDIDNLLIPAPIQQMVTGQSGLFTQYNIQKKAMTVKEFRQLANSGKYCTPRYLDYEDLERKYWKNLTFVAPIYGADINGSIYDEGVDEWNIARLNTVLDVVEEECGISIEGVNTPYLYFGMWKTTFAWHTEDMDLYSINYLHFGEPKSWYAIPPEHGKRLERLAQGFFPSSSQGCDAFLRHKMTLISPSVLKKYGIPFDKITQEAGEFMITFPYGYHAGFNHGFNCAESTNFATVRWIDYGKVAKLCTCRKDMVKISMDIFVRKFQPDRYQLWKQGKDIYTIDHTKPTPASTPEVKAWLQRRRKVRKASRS
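System: N-terminal GST-fused human GASC-1 (KDM4C) fragment, residues 2-372; amount: enzyme final amount 10 nM; incubation: reaction 30 min RT, detection step 1 h RT; medium: HEPES buffer, pH 7.5, plus ascorbate; technique: LANCE TR-FRET, Eu antibody, ULight-streptavidin, EDTA, ex 340 nm, em 618/671 nm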
* hit, by the source's call; ? = inconclusive; nt = not tested or not shown; & = joins results of further samples.

nr	Molecule	Tcruzi prolif	Pf Dd2 growth	C diff HTS	KDM4C inh
1	C[C@H](CO)N1C[C@H](C)[C@@H](CN(C)S(=O)(=O)c2cccs2)Oc2ccc(NC(=O)Cn3cnnn3)cc2C1=O	-28.6	-2.6	nt	0.9
2	Cc1noc(C)c1NC(=O)N(C)C[C@@H]1OCCCC[C@@H](C)Oc2ccc(NC(=O)NC3CCCCC3)cc2C(=O)N([C@H](C)CO)C[C@@H]1C	34.3	-27.6	0.1	-0.4
3	C[C@H](O)C#Cc1ccc2c(c1)O[C@@H](CN(C)C(=O)Nc1ccccc1)[C@H](C)CN([C@@H](C)CO)S2(=O)=O	66.9	-25.2	-1.2	nt
4	CO[C@H](CN(C)S(=O)(=O)c1ccc(C)cc1)[C@@H](C)CN(Cc1ccccc1Cl)[C@H](C)CO	43.0	-16.5	nt	0.3
5	C[C@@H]1CN([C@H](C)CO)C(=O)c2cc(NS(=O)(=O)c3ccc(Cl)cc3)ccc2O[C@@H]1CN(C)C(=O)Nc1cccc2ccccc12	91.6	-15.8	-15.0	-0.6
6	CO[C@@H]1CN(C)C(=O)c2ccc(NS(=O)(=O)c3ccc(C)cc3)cc2OC[C@H](C)N(C(=O)NC(C)C)C[C@H]1C	-28.2	nt	nt	-0.3
7	CC(=O)N1CC2(C1)[C@@H](c1ccccc1)[C@@H](CO)N2CC1CCOCC1	nt	10.7	-2.2	-0.2
8	C[C@@H]1CCCCO[C@H](CN(C)S(=O)(=O)c2ccc(Cl)cc2)[C@@H](C)CN([C@H](C)CO)C(=O)c2cc(NC(=O)CCC(F)(F)F)ccc2O1	22.5	-58.5	8.0	-1.0
9	CCCC(=O)Nc1ccc2c(c1)OC[C@H](C)N(CC1CCOCC1)C[C@H](C)[C@H](OC)CN(C)C2=O	-71.5	8.3	-0.9	0.2
10	C[C@H]1CN([C@@H](C)CO)C(=O)Cc2cc(NC(=O)Nc3ccc(C(F)(F)F)cc3)ccc2O[C@H]1CN(C)C	nt	4.0	-0.8	1.0
11	C[C@@H]1CCCCO[C@H](CN(C)C(=O)Nc2ccc(F)cc2)[C@H](C)CN([C@H](C)CO)C(=O)c2cc(NC(=O)Cc3ccccc3)ccc2O1	105.2*	-85.4*	7.6	1.3
12	Cc1ccc(S(=O)(=O)N(C)C[C@H]2OCCCC[C@@H](C)Oc3ccc(NC(=O)NC(C)C)cc3C(=O)N([C@H](C)CO)C[C@@H]2C)cc1	-58.2	-34.0	-11.9	-0.3
13	C[C@@H]1CN([C@@H](C)CO)C(=O)c2cc(NS(=O)(=O)c3ccc(Cl)cc3)ccc2O[C@@H](C)CCCCO[C@@H]1CN(C)Cc1ccc(C(F)(F)F)cc1	95.6*	-61.2	5.3	-0.2
14	C[C@H]1CCCCO[C@H](CN(C)S(=O)(=O)c2ccc(Cl)cc2)[C@@H](C)CN([C@@H](C)CO)C(=O)c2cc(NS(=O)(=O)c3ccccc3)ccc2O1	nt	-89.7*	0.2	-1.2
15	COCC(=O)N(C)C[C@H]1Oc2ncc(C#Cc3ccc(OC)cc3)cc2C(=O)N([C@H](C)CO)C[C@H]1C	-12.9	-0.8	2.3	1.7
16	CCCC(=O)Nc1ccc2c(c1)C(=O)N(C)C[C@@H](OC)[C@@H](C)CN(C(=O)c1ccccn1)[C@H](C)CO2	50.7	-8.0	nt	8.9
17	CN(C)CC#Cc1ccc([C@@H]2[C@H]3CN(C(=O)c4ccc5c(c4)OCO5)CCCCN3[C@H]2CO)cc1	31.3	-46.1	-1.3	2.7
18	O=C(C[C@@H]1CC[C@@H]2[C@H](COC[C@@H](O)CN2CC2CC2)O1)NCC1CC1	6.8	7.2	8.2	0.3
19	C[C@@H]1CN([C@H](C)CO)C(=O)Cc2cc(NC(=O)CCC(F)(F)F)ccc2O[C@@H]1CN(C)C(=O)NC1CCCCC1	5.2	10.8	-2.5	-0.2
20	OC[C@H]1[C@@H](c2ccc(-c3ccccc3F)cc2)[C@H]2CN(Cc3ccncc3)CCCCN21	91.8	-9.8	-5.1	1.4
21	CCN1[C@H](C(=O)NCC2CC2)[C@@H](CO)[C@@H]2Cn3c(ccc(-c4ccccc4)c3=O)[C@@H]21	24.1	-2.8	0.7	7.4
22	C[C@@H]1CN([C@H](C)CO)C(=O)Cc2cc(NS(=O)(=O)c3ccccc3)ccc2O[C@H]1CN(C)S(=O)(=O)c1ccc(Cl)cc1	2.1	7.2	4.3	-0.5
23	C/C=C/c1ccc([C@@H]2[C@H](CO)N(CC3CC3)C23CN(C(=O)c2ccc4c(c2)OCO4)C3)cc1	nt	-82.5*	22.5	-0.8
24	COC(=O)[C@@H]1[C@@H](CO)[C@@H]2Cn3c(ccc(-c4cccc(C(=O)N(C)C)c4)c3=O)[C@@H]2N1CC1CC1	-10.1	nt	1.3	1.5
25	C[C@H](O)C#Cc1ccc2c(c1)O[C@H](CN(C)C(=O)CC1CC1)[C@H](C)CN([C@H](C)CO)S2(=O)=O	12.5	nt	0.1	nt
26	C[C@@H]1CCCCO[C@H](CN(C)C(=O)Cc2ccccc2)[C@@H](C)CN([C@@H](C)CO)C(=O)c2cc(NC(=O)Nc3ccccc3)ccc2O1	92.0	-74.2	nt	0.5
27	C[C@@H]1CN([C@@H](C)CO)C(=O)Cc2cc(NC(=O)Cc3ccccc3)ccc2O[C@@H]1CN(C)C(=O)Nc1cccc2ccccc12	-39.0	-2.3	-2.5	0.6
28	C[C@H]1CN([C@@H](C)CO)C(=O)c2cccc(NS(C)(=O)=O)c2O[C@@H]1CN(C)S(=O)(=O)c1cccs1	?	-10.6	nt	0.2
29	C[C@@H]1CN([C@H](C)CO)C(=O)Cc2cc(NC(=O)NC3CCCCC3)ccc2O[C@@H]1CN(C)Cc1ccc(C(=O)O)cc1	1.4	9.9	0.0	-0.3
30	COCC(=O)N(C)C[C@@H]1Oc2cc(C#CC(C)(C)O)ccc2S(=O)(=O)N([C@@H](C)CO)C[C@H]1C	nt	26.7	-0.5	0.3
31	C[C@H](CO)N1C[C@H](C)[C@H](CN(C)C(=O)Nc2ccc(C(F)(F)F)cc2)Oc2c(NC(=O)C3CCCCC3)cccc2C1=O	56.6	4.7	5.2	2.2
32	CN(C)C(=O)C[C@H]1CC[C@@H]2[C@H](COC[C@H](O)CN2CC2CCCCC2)O1	-71.3	10.6	-1.1&-5.9	1.1
33	COc1ccc(NC(=O)N(C)C[C@H]2Oc3c(NS(=O)(=O)c4ccc(F)cc4)cccc3C(=O)N([C@H](C)CO)C[C@@H]2C)cc1	nt	21.7	-3.0	0.0
34	C[C@@H]1CN([C@@H](C)CO)C(=O)c2cccc(NC(=O)c3cnccn3)c2O[C@@H]1CN(C)Cc1ccc(C(=O)Nc2ccccc2N)cc1	105.6*	-92.1*	2.0	-1.4
35	C[C@@H]1CN([C@H](C)CO)C(=O)c2cccc(NS(=O)(=O)c3cccs3)c2O[C@@H]1CN(C)Cc1ccc(C(=O)Nc2ccccc2N)cc1	nt	-76.8	12.6	6.9
36	CC=Cc1ccc2n(c1=O)C[C@@H]1[C@@H](CO)[C@H](C(=O)Nc3ccc(-c4ccccc4)cc3)N(CCC)[C@H]21 (mixture of isomers)	103.0*	-37.7	9.2	-1.4
37	COc1ccc(S(=O)(=O)Nc2cccc3c2O[C@H](CN(C)C(=O)Nc2cccc4ccccc24)[C@H](C)CN([C@H](C)CO)C3=O)cc1	-3.4	-38.8	-12.4	-3.4
38	C[C@H](CO)N1C[C@H](C)[C@H](CN(C)Cc2ccc3c(c2)OCO3)OCCCC[C@H](C)Oc2ccc(N(C)C)cc2C1=O	71.6&27.7	-2.1&-46.9	3.0&-3.4	-11.8
39	COc1ccccc1NC(=O)N1CCCCN2[C@@H](CO)[C@H](c3ccc(C#Cc4ccccc4)cc3)[C@@H]2C1	112.5*	?	8.1	-2.6
40	COc1ccccc1-c1cnc2c(c1)C(=O)N([C@H](C)CO)C[C@H](C)[C@@H](CN(C)C(=O)CN(C)C)O2	36.0	4.6	0.6	0.6
41	C[C@H](CO)N1C[C@H](C)[C@H](CN(C)CC2CC2)Oc2cc(C#Cc3ccc(F)cc3)ccc2S1(=O)=O	-14.7	-24.8	6.6	-3.1
42	C[C@H](CO)N1C[C@H](C)[C@H](CN(C)Cc2ccc(Oc3ccccc3)cc2)Oc2ccc(NC(=O)Nc3ccc(C(F)(F)F)cc3)cc2C1=O	68.9	-88.3*	nt	-1.1
43	CS(=O)(=O)Nc1ccc2c(c1)[C@@H]1C[C@@H](CC(=O)NCc3cc(F)ccc3F)O[C@@H](CO)[C@@H]1O2	-12.9	5.0	-2.8	1.8
44	O=C(Cc1cccnc1)N1[C@@H](CO)[C@@H](c2ccccc2)[C@@H]1CNCC1CCC1	51.8	-13.1	8.4	0.1
45	O=C(Cc1cccnc1)N1CC(=O)N2[C@H](CO)[C@H](c3ccc(/C=C/c4ccccc4)cc3)[C@@H]2C1	nt	29.3	-6.2	-1.5
46	OC[C@H]1[C@@H](c2ccc(/C=C/c3ccccc3)cc2)[C@H]2CN(Cc3ccncc3)CCCCN21	-0.1	-44.3	4.3	0.8
47	CC(=O)N1[C@@H]2c3ccc(-c4ccccc4)c(=O)n3C[C@H]1[C@H](CO)[C@H]2C(=O)NCC1CC1	22.7	0.4	-2.8	0.1
48	C[C@H]1CN([C@@H](C)CO)S(=O)(=O)c2ccc(-c3ccccc3)cc2O[C@@H]1CN(C)C(=O)C1CC1	100.0	-3.4	-17.9	0.4
49	O=C(C[C@H]1CC[C@H]2[C@@H](COC[C@H](O)CN2Cc2ccc3c(c2)OCO3)O1)N1CCCCC1	-29.6	nt	-0.8&-6.4	1.2
50	O=C(C[C@@H]1C=C[C@@H](NC(=O)NC2CCCC2)[C@H](CO)O1)NCc1ccc(F)cc1	-40.3	-2.3	2.1	0.3
51	COc1ccc(S(=O)(=O)N(C)C[C@H]2OCCCC[C@@H](C)Oc3ccc(NS(C)(=O)=O)cc3C(=O)N([C@@H](C)CO)C[C@H]2C)cc1	-160.9	-16.9	6.5	0.4
52	CN1C(=O)c2cc(NC(=O)C3CC3)ccc2OC[C@@H]2O[C@H](CC(=O)O)CC[C@H]21	nt	-0.4	-0.4	5.6
53	Cc1noc(C)c1NC(=O)Nc1ccc2c(c1)C(=O)N([C@H](C)CO)C[C@@H](C)[C@@H](CN(C)S(=O)(=O)c1ccc(F)cc1)OCCCC[C@@H](C)O2	18.7	-48.8	-3.3	0.4
54	C[C@@H]1CN([C@@H](C)CO)S(=O)(=O)c2ccc(C3=CCCCC3)cc2O[C@@H]1CN(C)Cc1ccccc1F	nt	-75.7	12.4	2.6
55	C[C@H](CO)N1C[C@H](C)[C@H](CN(C)Cc2cncnc2)Oc2cc(-c3ccccc3)ccc2S1(=O)=O	60.1	-8.2	1.7	-2.0
56	CN(C)CC(=O)N1[C@@H](CO)[C@@H](c2ccccc2)C12CN(Cc1cccnc1)C2	nt	-21.8	4.5	-0.3
57	CCC(=O)N1[C@H](C#N)[C@@H](c2ccccc2-c2cccc(C)c2)[C@H]1CO	nt	-0.2	27.7	-0.1
58	O=S(=O)(N[C@@H]1CC[C@H](CCn2cc(-c3cccc(F)c3)nn2)O[C@H]1CO)c1ccc(F)cc1	nt	nt	-1.2	1.3
59	CNC[C@H]1Oc2ccc(NC(=O)NC3CCCCC3)cc2C(=O)N([C@H](C)CO)C[C@H]1C	28.4	8.1	-0.2	-0.1
60	COc1ccc(NC(=O)Nc2ccc3c(c2)C(=O)N([C@H](C)CO)C[C@@H](C)[C@H](CN(C)C(=O)C2CCCCC2)OCCCC[C@H](C)O3)cc1	73.8	-39.9	-21.4	-0.7
61	C[C@H](CO)N1C[C@H](C)[C@H](CN(C)C(=O)CN(C)C)Oc2ncc(C#C[C@@H](C)O)cc2C1=O	-5.4	32.8	-2.5	-0.3
62	C[C@H](CO)N1C[C@H](C)[C@@H](CN(C)C(=O)C2CCCCC2)Oc2cc(-c3ccc(C(=O)N(C)C)cc3)ccc2S1(=O)=O	61.8	-23.9	2.6	1.9

Rows were taken by chance, and some 7% of all compounds hit somewhere here.
